DAX1 inh-1 = DAX1 (NR0B1) inhibitors, primary screen, cell-based, HEK293, Gal4-DAX1, luciferase luminescence | Nuclear receptor subfamily 0 group B member 1 (Homo sapiens), P51843 | HEK293 Gal4-DAX1 luciferase reporter | inhibition, % at 6.75 µM | hit rate 0.99% among 340,000 | AID 504766, 2011;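 active = inhibition above the mean over all tested compounds plus 3 SD, cut at about 4.2% in these data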;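 note: 0% = DAX1-transfected cells with DMSO and 100% = empty-vector control cells with DMSO; inhibition shows as a rise in luminescence from relieved DAX1 repression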
Target sequence (P51843 207-470 limits assumed): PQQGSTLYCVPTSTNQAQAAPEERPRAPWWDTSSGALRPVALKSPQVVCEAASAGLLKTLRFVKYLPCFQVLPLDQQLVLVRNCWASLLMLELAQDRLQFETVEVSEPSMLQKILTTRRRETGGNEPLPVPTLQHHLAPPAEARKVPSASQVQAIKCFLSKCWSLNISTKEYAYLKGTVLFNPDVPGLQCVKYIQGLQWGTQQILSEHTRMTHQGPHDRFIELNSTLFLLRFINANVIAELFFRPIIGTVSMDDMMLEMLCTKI
hgDAF12 agonist = H. glycines DAF-12 receptor agonists, primary screen, cell-based, luminescence, HEK293, GAL4 fusion, UAS-luciferase. Nuclear hormone receptor DAF-12 (Heterodera glycines), GAL4 fusion. HEK293 GAL4-hgDAF12 UAS-luciferase reporter, agonist luminescence; normalized to butyrate control. activation, % at 6.8 µM. hit rate 1.8% among 370,000;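 active = activation above a cutoff set at the mean of all screened compounds plus 3 SD, cut at about 10% in these data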;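 note: 0% = DMSO wells and 100% = sodium butyrate wells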
HGIII-sPLA2 inh = human group III sPLA2 inhibitors, primary screen, biochemical, QFRET, BODIPY PC-A2 liposome substrate; Group 3 secretory phospholipase A2 (Homo sapiens), Q9NZ20; QFRET BODIPY PC-A2 liposome hydrolysis, fluorescence; inhibition, % at 12.2 µM; hit rate 0.56% among 370,000;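 active = inhibition above mean plus 3 SD of compounds lying within the high and low control bounds, cut at about 19% in these data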;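 note: 0% = median of test compound wells and 100% = no enzyme DMSO wells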
Target sequence (Q9NZ20 whole entry, looked up): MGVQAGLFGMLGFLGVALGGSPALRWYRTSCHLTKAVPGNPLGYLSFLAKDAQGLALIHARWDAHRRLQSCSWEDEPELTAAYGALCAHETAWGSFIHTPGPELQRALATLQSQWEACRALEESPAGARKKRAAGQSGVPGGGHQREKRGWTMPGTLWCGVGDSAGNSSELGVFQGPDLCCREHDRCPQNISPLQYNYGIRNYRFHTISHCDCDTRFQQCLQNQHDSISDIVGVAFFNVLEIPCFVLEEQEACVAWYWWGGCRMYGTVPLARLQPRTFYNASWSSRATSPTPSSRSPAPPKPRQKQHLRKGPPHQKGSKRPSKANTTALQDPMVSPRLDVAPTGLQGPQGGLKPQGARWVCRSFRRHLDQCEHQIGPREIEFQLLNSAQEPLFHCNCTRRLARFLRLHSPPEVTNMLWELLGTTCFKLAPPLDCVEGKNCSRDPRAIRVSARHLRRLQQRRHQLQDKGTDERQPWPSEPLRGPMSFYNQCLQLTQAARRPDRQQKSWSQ
ADAM10 inh = human ADAM10 inhibitors, primary screen, biochemical, QFRET, HTS; Disintegrin and metalloproteinase domain-containing protein 10 (Homo sapiens), O14672; recombinant ADAM10, EDANS/DABCYL FRET peptide cleavage, 3 h; inhibition, % at 7 µM; hit rate 0.62% among 370,000; AID 720582, 2013;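 active = inhibition above a per-campaign cutoff equal to the mean of compounds falling between control-based bounds plus 3 SD, cut at about 20% in these data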;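 note: 0% = DMSO wells while the 100% control is not disclosed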
DAX1 inh-2 = DAX1 (NR0B1) inhibitors on StAR promoter, primary screen, cell-based, luminescence, SF-1 (NR5A1), full-length DAX-1 | HEK293T StAR-luciferase reporter, SF-1/DAX-1 repression relief | inhibition, % at 6.8 µM | hit rate 1.1% among 370,000 | AID 652010, 2013;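 active = inhibition above the mean over all tested compounds plus 3 SD, cut at about 3.6% in these data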;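 note: 0% = DAX-1 cells with DMSO and 100% = cells lacking DAX-1 with DMSO; higher inhibition means more luminescence from relief of DAX-1 repression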
FXN GAA850 act = FXN promoter activators, primary screen, cell-based, luciferase luminescence, HEK293 lucGAA850. AID 540364, 2011. HEK293 lucGAA850 FXN promoter luciferase reporter, 24 h; percent of 10 µM SAHA response. hit rate 0.56% among 360,000. activation, % at 6 µM;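 active = activation above the average of all compounds screened plus 3 SD, cutoff fixed separately per campaign, cut at about 7.5% in these data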;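 note: 0% = DMSO wells and 100% = 10 µM SAHA wells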
GC-B act = human GC-B receptor activators, primary screen, HEK293 GC-B cells, cGMP TR-FRET, EC30 CNP; Atrial natriuretic peptide receptor 2 (Homo sapiens), P20594; 0% at EC30 CNP, 100% saturating CNP; activation, % at 10 µM; hit rate 0.11% among 370,000;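 active = activation at 10 µM reaching about 35% in either raw or pattern-adjusted values, limit read from the data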
ssDAF12 agonist = S. stercoralis DAF-12 nuclear receptor activators, primary screen, cell-based, luminescence, HEK293, GRIP1 co-expression, lit1-tk-luc. hit rate 1% among 370,000. activation, % at 6.8 µM. HEK293 ssDAF-12/GRIP1 lit1-tk-luc reporter; % of 3 µM dafachronic acid response. AID 652126, 2013. Nuclear hormone receptor DAF-12 (Strongyloides stercoralis);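 active = activation above the mean over all tested compounds plus 3 SD, cut at about 0.9% in these data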;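 note: 0% = DMSO-only wells and 100% = 3 µM delta7-dafachronic acid wells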
SMARCA2 activ = SMARCA2 (BRM) function activators, primary screen, cell-based, luminescence, high throughput | MG213 cells, MMTV-luciferase reporter, dexamethasone, overnight | activation, % at 9.1 µM | hit rate 1% among 370,000 | AID 652017, 2013; in the data active = activation above about 7.8%;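 note: 0% = vehicle wells and 100% = reference activator wells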
hcDAF-12 act = H. contortus DAF-12 nuclear receptor activators, primary screen, cell-based, luminescence, HEK293, lit1-tk-luc reporter | AID 652067, 2013 | activation, % at 6.8 µM | HEK293 hcDAF-12 lit1-tk-luc reporter; 0% DMSO, 100% Δ7-dafachronic acid | hit rate 1.4% among 370,000;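 active = activation above the mean of all tested compounds plus 3 SD, cut at about 5.5% in these data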;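 note: 100% = response to 3 µM Δ7-dafachronic acid high control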
GC-A act = GC-A stimulated cGMP production enhancers – HEK293 GC-A cells, cGMP TR-FRET, EC30 ANP, primary screen. Atrial natriuretic peptide receptor 1 (Homo sapiens), P16066. hit rate 0.14% among 370,000. activation, % at 10 µM. AID 1671463, 2021. 0% at EC30 ANP, 100% saturating ANP; in the data active = activation above about 40%
Starred values were filed as active, the others as inactive; · = no result given; & = joins results of further samples.

nr	molecule	DAX1 inh-1	hgDAF12 agonist	HGIII-sPLA2 inh	ADAM10 inh	DAX1 inh-2	FXN GAA850 act	GC-B act	ssDAF12 agonist	SMARCA2 activ	hcDAF-12 act	GC-A act
1	Cc1cccc(C(=O)NNC(=O)c2ccc3ccccc3c2)c1	3.2	2.5	-21	-4	0.8	-0.1	-1	-1.7	-1	0.5	1
2	COc1ccc(OC)c(-c2cc(C(=O)N3CCc4ccccc4C3)no2)c1	-0.7	1.3	-8	-26	0.2	5.3	5	-1.4	1	-1.8	1
3	Cc1ccc(Nc2cc(C(=O)NCCCN3CCOCC3)c3ccccc3n2)c(C)c1	0.8	-0.6	-2	0	-0.5	-1.3	-4	-0.7	6	-1.8	1
4	COc1ccc(/C(=C/Nc2cccc(Br)c2)C(C)=O)cc1OC	-0.3	5.7	-30	4	-0.3	3.3	-5	-0.9	0	-2.3	-15
5	CCOC(=O)c1c(C)[nH]c(NC(=O)NNC(=O)c2ccccc2Cl)c1C	0.6	0.7	15	-30	-0.6	0.1	3	-1.5	-4	-0.3	2
6	O=C(OCc1cn(Cc2ccc(F)cc2)nn1)N1CCCC1	·	-4.6	15	-5	-0.7	·	-1	-0.3	-1	-2.8	2
7	CCOC(=O)N1CCN(CC(=O)n2c(C)c(C)c3ccccc32)CC1	0.0	-3.3	-1	-4	-0.5	-1.8	-3	-0.8	-2	0.0	4
8	Cc1[nH]nc2c1C(c1cn[nH]c1-c1ccc(F)cc1)C(C#N)=C(N)O2 (centres undefined)	-1.2	0.6	-6	7	-1.2	-0.4	-6	-1.4	-2	-1.0	1
9	O=C(Nc1cccc(Cl)c1N1CCOCC1)c1cccnc1Cl	-0.2	0.2	0	4	-0.1	-0.8	-1	-1.7	2	-0.3	1
10	CCC1OC(C)Cc2[nH][nH]c(=O)c21 (centres undefined)	·	1.7	6	-2	-0.1	·	-4	-0.8	-1	-2.1	3
11	COc1cccc(C2c3[nH]c4ccccc4c3CCN2Cc2ncc[nH]2)c1 (centres undefined)	-0.7	3.7	-6	-48	-0.3	1.9	1	-0.5	3	3.0	-5
12	O=C(NCc1ccccn1)Nc1cccc(F)c1	0.5	7.2	1	-8	2.0	3.0	-2	-0.2	4	1.1	0
13	CCOc1ccccc1OCC(=O)Nc1ccc(S(=O)(=O)Nc2nc(C)cc(C)n2)cc1	-0.4	-0.8	-23	7	0.5	-0.9	-1	-1.4	-2	-0.9	-5
14	O=P(c1ccccc1)(c1ccccc1)C(O)c1ccco1 (centres undefined)	0.6	-0.2	8	10	-0.5	1.7	-2	-1.3	-1	-1.3	-1
15	COc1cc(C(=O)Nc2ccc3c(c2)N(C(=O)CN2CCN(C)CC2)c2ccccc2CC3)cc(OC)c1OC	0.7	-2.7	-29	16	0.8	2.5	3	-1.1	-7	-0.4	2
16	Cc1[nH]c2c(C)cccc2c1CCNC(=O)C1CCCCC1C(=O)OCC(F)(F)F (centres undefined)	-0.9	-3.3	-10	-8	-0.9	-1.5	0	0.5	-2	0.3	1
17	CC(CNC(=O)c1ccccc1Cl)NC(=O)c1ccccc1Cl (centres undefined)	·	-2.1	15	-7	0.6	0.3	1	-1.4	-4	-0.8	0
18	COC(=O)C(Cc1ccccc1)NC(=O)C(CC(C)C)NC(=O)OC(C)(C)C (centres undefined)	-0.6	-4.1	14	0	-0.7	-0.6	1	-0.4	-4	-1.1	-5
19	CCCn1cc(SCC(=O)NCC2CCCO2)c2ccccc21 (centres undefined)	0.6	-0.2	0	-1	-0.4	1.8	-5	-0.6	7	1.1	0
20	CCOP(=O)(c1ccccc1)C1(C#N)CC1 (centres undefined)	-1.3	0.3	-3	-2	1.2	-0.3	0	-0.9	1	-1.9	-1
21	COc1cc(OC)cc(-n2nc(C(=O)NCCCN3CCOCC3)c3ccccc3c2=O)c1	-0.2	-0.2	6	-3	-0.3	0.0	-2	-0.7	-1	-0.8	4
22	O=C(Nc1ccccc1N1CCOCC1)c1cc(=O)[nH]c2ccccc12	-0.8	-1.3	13	-6	-0.6	0.3	5	-0.5	-3	-1.7	0
23	c1ccc(OCc2nnnn2-c2ccccc2)cc1	-1.5	-1.4	-4	-2	-0.5	0.8	1	-0.5	1	-1.6	3
24	CCOc1cc(C2C(C(=O)c3ccco3)=C(O)C(=O)N2CC2CCCO2)ccc1O (centres undefined)	-0.1	0.3	-6	0	0.0	-1.3	-5	-0.8	2	1.0	4
25	CCOC(=O)/C(=C\c1ccccc1)C(=O)CCN1CCOCC1	0.9	1.0	0	-9	-1.3	-0.3	-6	-0.7	0	-0.7	18
26	Cc1ccc(C(=O)Nc2cccc(C(F)(F)F)c2)cc1Nc1cncnc1	-0.7&-1.2	-1.0&-2.6	5&-4	6&5	0.0&0.5	-0.8&1.0	3&-1	-1.5&-1.5	-5&1	-3.0&-1.0	0&-2
27	CSc1ccccc1NC(=O)c1cc(C)on1	-0.5	0.5	3	4	0.3	0.3	0	-1.4	0	-0.2	5
28	O=C(CCCN1C(=O)c2ccccc2C1=O)OC1CSCC1NC(=O)c1ccccc1 (centres undefined)	0.4	0.1	11	-1	0.2	0.0	3	-1.6	-1	-0.1	-9
29	COCC(=O)N1CCC(c2nc3ccccc3[nH]2)CC1	0.8	2.9	-2	-7	1.4	0.5	2	-0.5	0	0.2	-3
30	CCN1C(=O)/C(=C/c2ccc(OCc3ccc(C(=O)O)cc3)c(Cl)c2)NC1=S	1.8	1.6	-11	3	-0.2	0.4	0	-1.1	1	-1.7	5
31	O=C(NNC(=O)c1csc(N2CCOCC2)n1)c1cccnc1	3.1	2.7	6	0	1.2	2.7	1	-0.3	-1	1.2	5
32	CN(C)CCCN=C(NO)c1ccc(Cl)cc1Cl	0.9	-0.4	2	-3	0.3	1.6	-1	-1.1	0	-1.2	0
33	COc1ccc(/C=N\NC(=O)C2C(=O)NCC2c2ccccc2)cc1O (centres undefined)	1.0	1.9	3	-6	2.0	0.6	-2	-0.1	1	2.1	0
34	O=C(Nc1ccccc1C(F)(F)F)N1CCN(c2ccccn2)CC1	1.9	0.1	11	-10	0.3	1.8	1	-1.3	-4	-0.9	2
35	Cc1cc(C)n(-c2cccc(Cl)c2C#N)n1	-1.1	-1.0	7	-111	1.1	2.9	-5	-2.3	0	-1.4	-1
36	COc1ccc(S(=O)(=O)N2CCCC2C(=O)NCC(=O)Nc2cccc(Cl)c2C)cc1 (centres undefined)	-0.8	-2.6	-7	-8	-0.4	-1.2	-6	-1.0	0	-2.2	-1
37	O=C(Cc1ccccc1)Nc1ccc(NC(=O)C2CCCCC2)nc1	-0.8	0.7	-3	0	-1.4	1.6	-1	-1.8	0	-2.5	-1
38	CC(=O)Nc1ccc(C(=O)OCC(=O)Nc2ccccc2F)cc1	-0.9	0.5	1	7	0.2	1.2	-6	-1.6	-3	-0.4	1
39	COc1cccc(-c2nn(-c3ccccc3)cc2/C=C(\C#N)C(=O)NCCCn2ccnc2)c1	-0.2	1.1	-23	-12	-0.4	2.7	2	-0.9	-2	-3.0	7
40	CC(C)C[C@@]12C(=O)N(c3cccc(Br)c3)C(=O)N1[C@H](c1ccc(Cl)cc1)[C@@H]1C(=O)N(C3CCCCC3)C(=O)[C@@H]12	0.1	-0.9	5	0	0.5	3.4	3	-0.9	0	0.0	-5
41	COc1ccc(-c2nnc(SCc3ccccc3F)o2)cc1	1.4	12*	-10	8	4.4*	0.6	0	0.7	7	6.4*	-2
42	Cc1cccc(S(=O)(=O)N2CCn3cccc3C2C)c1 (centres undefined)	-0.8	0.0	-6	-18	-1.5	0.8	4	-0.6	1	1.1	-1
43	O=C(CCNS(=O)(=O)c1ccc(Br)cc1)Nc1cccc(F)c1	-0.6	-0.8	-16	-3	-0.2	-1.3	-9	-0.9	-5	0.0	-2
44	C=CCN(C(=O)CCC(=O)Nc1cc(C)on1)C(C(=O)NC1CCCC1)c1ccc(CC)cc1 (centres undefined)	-1.2	-2.3	1	-1	-0.5	-0.5	3	-1.0	-4	-1.3	-2
45	Cc1ccccc1OCc1nnc(SCC(=O)N2CCc3ccccc32)n1C	1.6	0.8	5	8	0.9	-2.1	-8	-0.4	-3	-1.4	-8
46	COc1ccccc1NC(C#N)c1ccccc1OCc1ccccc1 (centres undefined)	-1.7	-1.5	9	-20	-0.5	1.8	-5	-1.8	-1	-0.6	1
47	CCN(CC)CCN=c1c(C)nc(C#N)c(N)n1O	1.4	0.3	10	-95	-1.1	0.8	3	-0.6	-2	-1.2	-6
48	C=C1C(=O)[C@]23C[C@H]1CCC2[C@@]1(C)C(C[C@@H]3O)[C@](C)(C(=O)OC)CC[C@@H]1OC(C)=O (some centres undefined)	·	-14	-1	-12	-6.2	·	-16	-2.1	-11	-4.2	-23
49	N/C(=N\OC(=O)c1ccc(F)cc1)c1nonc1N	-0.2	4.0	-3	-6	0.9	1.4	3	-0.5	6	-0.4	-3
50	O=C(Cc1ccccc1[N+](=O)[O-])NCCSCc1c(F)cccc1Cl	0.7	3.6	-7	-9	0.3	0.2	-3	-1.2	0	0.5	-2
51	N#Cc1nc(-c2ccc(OCc3ccccc3)cc2)oc1N1CCC(C(N)=O)CC1	-1.3	-0.3	-2	-100	-0.2	-0.2	0	-1.2	0	-0.7	8
52	NNC(=O)CCN1CCN(C(c2ccccc2)c2ccccc2)CC1	0.2	-2.4	-15	9	0.2	-3.5	-4	-1.7	-2	-2.0	-13
53	COc1ccc(Cc2nnc(NC(=O)Nc3ccccc3F)s2)cc1OC	3.2	-1.7	-7	3	-0.5	0.3	-7	-1.1	-1	-2.3	4
54	Cc1cccc(N2CCN(CC(=O)NCc3ccc(Cl)cc3)CC2)c1C	2.4	4.8	-3	5	0.2	-1.3	-4	-1.4	1	-2.0	-5
55	CNS(=O)(=O)c1cccc(C(=O)OCC(=O)N2CCN(C(=O)c3ccco3)CC2)c1	1.0	-0.5	6	-7	-0.3	-0.4	6	-1.1	-2	-1.1	2
56	O=C(c1ccc(Br)cc1)N1CCN(S(=O)(=O)c2ccccc2)CC1	0.0	-2.7	-3	-69	-0.7	2.5	-1	-1.1	4	-0.4	-2
